Screening results from PubChem BioAssay.
PrPC TRFRET = cell surface PrPC inhibition, primary TR-FRET screen; P04156; TR-FRET read-out; inhibition, % at 13.8 µM; 0.43% of 370,000 active; AID 720596; in the data active = inhibition above about 24%; also: 0% = median of the test wells and 100% = reference compound wells
BoNT A protease = inhibitors of Botulinum neurotoxin A light chain protease. multiplex microsphere protease substrate cleavage, flow cytometry. inhibition, % at 10 µM. 0.17% of 360,000 active; also: plate controls were buffer without enzyme for full effect and enzyme alone for no effect
CCHFV vOTU inh = CCHFV vOTU protease inhibition; Pep-AMC fluorescence; inhibition, % at 11.5 µM; 0.55% of 370,000 active; in the data active = inhibition above about 30%; also: 0% = vehicle wells with enzyme and 100% = no enzyme wells
MazEF act = MazEF (E. coli) toxin RNase activation; AID 504720; P0AE70; 0.32% of 350,000 active; FAM/BHQ RNA-DNA oligo cleavage fluorescence, 5 h; activation, % at 20 µM; in the data active = activation above about 50%
DUSP3 inh = DUSP3 (human) phosphatase inhibition. recombinant VHR phosphatase, pNPP absorbance. inhibition, % at 13.3 µM. 0.52% of 290,000 active. AID 1654; in the data active = inhibition above about 50%; also: some compounds called inactive have numbers as strong as hits
Target sequence (P51452 whole entry, looked up): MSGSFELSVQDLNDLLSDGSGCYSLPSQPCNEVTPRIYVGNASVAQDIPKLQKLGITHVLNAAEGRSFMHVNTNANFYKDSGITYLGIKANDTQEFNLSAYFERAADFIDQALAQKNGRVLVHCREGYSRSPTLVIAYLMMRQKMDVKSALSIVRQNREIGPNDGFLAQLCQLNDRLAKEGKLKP
Rv3671c protease = inhibits the M. tuberculosis serine protease Rv3671c; AID 2606; 0.048% of 320,000 active; inhibition, % at 5.96 µM; P9WHR9; in the data active = inhibition above about 38%;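 also: extracellular domain of Rv3671c used as enzyme; 0% = enzyme with DMSO and 100% = no enzyme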
3CLpro inhibitor = SARS-CoV 3CLpro protease inhibition; recombinant SARS-CoV 3CLpro, quenched FRET peptide cleavage; P0C6X7; 0.14% of 290,000 active; inhibition, % at 6 µM; in the data active = inhibition above about 12%
Anthrax LF inh2 = anthrax lethal factor protease inhibition; AID 588501; P15917; 0.12% of 360,000 active; inhibition, % at 10 µM; multiplex microsphere protease cleavage assay, LF; also: plate controls were buffer without enzyme for full effect and enzyme alone for no effect
Target sequence (P15917 whole entry, looked up): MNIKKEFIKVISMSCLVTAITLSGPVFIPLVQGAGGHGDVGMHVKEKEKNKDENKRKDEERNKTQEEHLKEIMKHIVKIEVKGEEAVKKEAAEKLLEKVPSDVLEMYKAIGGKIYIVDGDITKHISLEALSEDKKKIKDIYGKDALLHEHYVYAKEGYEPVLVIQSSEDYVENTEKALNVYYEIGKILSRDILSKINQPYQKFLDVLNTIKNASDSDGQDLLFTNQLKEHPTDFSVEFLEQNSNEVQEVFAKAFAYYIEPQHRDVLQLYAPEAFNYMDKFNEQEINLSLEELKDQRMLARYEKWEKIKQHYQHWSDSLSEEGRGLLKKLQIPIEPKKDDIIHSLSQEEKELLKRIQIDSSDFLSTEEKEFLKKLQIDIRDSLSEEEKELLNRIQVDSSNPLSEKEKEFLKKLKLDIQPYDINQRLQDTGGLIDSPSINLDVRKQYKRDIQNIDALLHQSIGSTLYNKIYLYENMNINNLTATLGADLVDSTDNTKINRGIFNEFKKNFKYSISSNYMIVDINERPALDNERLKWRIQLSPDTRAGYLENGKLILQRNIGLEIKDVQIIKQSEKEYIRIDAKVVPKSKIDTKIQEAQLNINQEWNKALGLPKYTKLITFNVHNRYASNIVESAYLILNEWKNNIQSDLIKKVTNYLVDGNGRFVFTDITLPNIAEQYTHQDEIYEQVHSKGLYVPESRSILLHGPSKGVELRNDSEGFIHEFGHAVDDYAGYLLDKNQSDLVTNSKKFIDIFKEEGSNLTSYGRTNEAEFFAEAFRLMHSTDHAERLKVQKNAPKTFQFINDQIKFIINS
PriA SSB inh = K. pneumoniae PriA-SSBct interaction inhibition | AlphaScreen SSBct-PriA binding, biotinylated peptide | inhibition, % at 33 µM | 0.6% of 430,000 active | AID 1272365; in the data active = inhibition mostly above about 37%, no sharp cut-off; inactive = mostly below about 20%;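 also: plate controls were negative control peptide for no effect and reference peptide for full effect; strong numbers were not always called active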
BoNT F protease = blocks Botulinum neurotoxin F light chain protease. Multiplex microsphere protease cleavage assay, flow cytometry. inhibition, % at 10 µM. 0.22% of 360,000 active. AID 588497; in the data active = inhibition above about 35%, passing the limit was not always enough; inconclusive = no clear call, values can overlap the other calls; also: plate controls were buffer without enzyme for full effect and enzyme alone for no effect
* hit, by the source's call; u = inconclusive; x = no result given; ! = not confirmed by another sample. Rule as the data show it, unless noted: active = inhibition above about 30%; inconclusive = no clear call, values can overlap the other calls; inactive = below that. The list is partial. The share of hits here may be higher or lower than overall.

Structure	BoNT A protease	3CLpro inhibitor	Rv3671c protease	BoNT F protease	MazEF act	DUSP3 inh	PrPC TRFRET	Anthrax LF inh2	CCHFV vOTU inh	PriA SSB inh
Cc1nn(C)c(Sc2ccccc2N)c1[N+](=O)[O-]	0.3	6	-5	-1	2	-8	2	-2	4	-14
O=S(=O)(NC1CCN(S(=O)(=O)c2c(F)cccc2F)C1)c1ccc2c(c1)OCCO2 (centres undefined)	0.0	x	-1	4	-3	x	11	-8	-4	4
O=S1(=O)CCN(c2ccccc2CC(c2c[nH]c3ccccc23)c2c[nH]c3ccccc23)CC1	-0.4	x	x	-5	-8	x	-11	-1	13	-26
CCCc1c(C)nc(SCC(=O)C(C)(C)C)nc1OC(=O)N(C)C	-0.5	-3	1	5	-4	13	-2	7	-3	-11
CC(C)c1ccc2[nH]c(O)c(N=NC(=O)c3cccc(S(=O)(=O)Nc4ccc(Cl)cc4)c3)c2c1	0.2	2	3	-8	1	1	-5	4	-4	-7
C/C=C/c1ccc(OCC(=O)OCc2csc(Nc3ccc(C)cc3)n2)c(OC)c1	-0.6	-3	-1	-2	-12	-1	3	-3	18	2
C#CCn1c(=NC(=O)CN2C(=O)CCC2=O)sc2cc(S(N)(=O)=O)ccc21	0.6	4	6	7	7	3	-1	1	7	-4
CCOC(=O)c1cnc2c(c(C)nn2-c2ccc(C)cc2)c1Cl	0.7	0	x	7	4	-10	5	2	2	-15
COc1ccc(CCN(C)C(=O)c2cc(S(=O)(=O)N3CCCCC3)ccc2Cl)cc1OC	2.4	x	7	-3	1	x	17	-3	5	-2
CC[C@]12c3[nH]c4cc(-c5ccco5)ccc4c3CCN1C(=O)[C@@H](CC(=O)NC(C)(C)C)C[C@@H]2C(=O)N1CCN(C(=O)c2ccco2)CC1	0.1	x	x	-1	-1	x	4	-3	-37	-3
C=CCNC(=O)C1CCCN(S(=O)(=O)c2ccc(-n3cnnn3)cc2)C1 (centres undefined)	12	-5	-1	-4	13	7	-2	1	7	10
O=[N+]([O-])c1cnc2nc(-c3ccncc3)nn2c1O	0.0	0	5	-2	7	26	-13	-2	1	-8
COc1ccc(S(=O)(=O)N2CCC[C@H]2C(=O)N2CCC[C@H]2C(=O)NCc2ccccn2)cc1C	0.0	x	x	-4	x	x	0	-10	-7	x
COc1cccc(C(=O)NCCS(=O)(=O)N2CCC(C)CC2)c1	-1.2	x	0	-6	0	x	-3	4	-7	-7
COc1ccc(C(=O)N2CCC(C(=O)Nc3ccccc3OC)CC2)cc1	u	2	-3	-3	8	11	4	-1	-7	-3
CCCN1CCC(=O)N([C@H](CSc2ccc(OC)cc2)Cc2ccccc2)CC1	1.0	x	-6	-6	6	26	15	0	19	7
Cc1ccc(CN2CCN(Cc3ccccn3)CC2CCO)cc1 (centres undefined)	1.2	0	-5	0	2	4	-6	-3	4	5
Cc1cccc(C)c1NC(=O)COC(=O)c1ccccc1[N+](=O)[O-]	-0.4	-1	-7	-4	-6	38	0	0	-14	-7
COc1ccc(-c2cc(C(=O)Nc3cc(C)n(Cc4ccc(Cl)cc4)n3)no2)cc1OC	-0.4	0	-6	5	-7	8	x	-1	x	-9
CCC(NC(=O)c1ccccc1NC(=O)C(C)(C)C)C(=O)N1CCCC1 (centres undefined)	-4.3	6	7	-14	5	2	-12	4	6	2
CC(C)Oc1ccc(C(=O)Nc2nc3ccccc3[nH]2)cc1	-1.1	-3	2	-6	8	26	-2	-1	4	-12
CCCCC(=O)N(C)c1c(C)nc2ccc(C(=O)NCc3ccccc3OC)cn12	-1.3	x	x	-7	x	x	-6	-2	-8	x
CCCCCC(=O)Nc1nnn(CCC)n1	0.2	4	2	-5	5	8	8	3	-2	-11
CC(C)N(Cc1ccccc1)C(=O)CCS(=O)(=O)c1ccc2c(c1)oc(=O)n2C	1.1	5	3	2	-5	-20	-2	-2	-3	-13
Cc1ccc(NP(=O)(c2ccc(N(C)C)cc2NC(=O)c2cccs2)N2CCOCC2)cc1Cl (centres undefined)	1.2	-3	2	-4	-15	-27	6	-2	30*	-1
CCOC(=O)c1[nH]c(C)c(C(=O)NCC2CCCO2)c1C (centres undefined)	-0.1	-4	3	2	4	22	-1	-3	15	3
CCOC(=O)C1=C(N)N2C(=O)C(C)SC2=C(C(=O)OC)C1c1cccc(OC)c1 (centres undefined)	-1.1	-2	-5	-2	1	-2	-1	-9	2	-7
COc1ccc(C(=O)C2CCCN(C(=O)c3cnsn3)C2)c(C)c1 (centres undefined)	-1.0	-1	1	3	-10	17	-3	-2	10	-7
CCc1ccc([C@@H]2CC=C(C(=O)O)[C@H](c3ccccc3)N2S(=O)(=O)c2ccc(C)cc2)cc1	-0.5	x	1	-2	-5	x	5	-7	21	3
O=C1c2cccc3cccc(c23)C(=O)N1c1nncs1	0.7	2	-4	-9	3	25	-9	3	-2	-13
CCC(CC)n1[nH]c(=O)c2c(C)cc(C)nc21	0.4	4	1	-11	-2	-15	-6	-4	10	-13
CCOc1ccc(-c2c(C(=O)N/N=C(\C)c3cccs3)nnn2-c2nonc2N)cc1	3.7	2	0	8	-1	-14	1	6	0	x
COc1cc(/C=C2/SC(=NCc3ccccc3)N(Cc3ccccc3)C2=O)ccc1O	-0.1	1	3	-5	-14	10	1	0	9	-9
Cc1ccc(OCC(=O)N2CCc3ccccc32)cc1	0.8	1	-4	-1	2	5	-2	0	25	-2
CCCn1c(=O)c2ccccc2n2c(SCCOc3ccc(C)cc3)nnc12	-0.4	-1	1	-2	2	6	0	7	-11	-4
O=C(Oc1ccc2ccc(O)cc2c1)C1CCCCC1	-0.4	5	-1	-2	22	22	1	-4	17	2
CCC1CCCCN1S(=O)(=O)c1ccc(C(=O)Nc2nnc(-c3cccs3)o2)cc1 (centres undefined)	-0.9	3	-7	0	-1	14	x	-4	x	2
CCOc1ccc(OCc2cccc(C(=O)N3CCOCC3)c2)cc1	u	-8	-6	-17	-19	-12	9	-4	10	-8
CSc1cccc(CN2CCN(Cc3ccc(F)c(F)c3)C(CCO)C2)c1 (centres undefined)	-0.5	2	-5	-6	-2	-5	-4	1	0	7
CCc1nn(CCCC(=O)Nc2ccc(C)c(C)c2)c(=O)c2cc3occc3n12	1.4	0	-8	-6	-5	-4	-1	-1	21	-3

Complete entries as entered above:
Cc1ccc(NP(=O)(c2ccc(N(C)C)cc2NC(=O)c2cccs2)N2CCOCC2)cc1Cl (centres undefined) is entered as BoNT A protease = 1.2; 3CLpro inhibitor = -3; Rv3671c protease = 2; BoNT F protease = -4; MazEF act = -15; DUSP3 inh = -27; PrPC TRFRET = 6; Anthrax LF inh2 = -2; CCHFV vOTU inh = 30*; PriA SSB inh = -1
CCc1ccc([C@@H]2CC=C(C(=O)O)[C@H](c3ccccc3)N2S(=O)(=O)c2ccc(C)cc2)cc1 is entered as BoNT A protease = -0.5; 3CLpro inhibitor = x; Rv3671c protease = 1; BoNT F protease = -2; MazEF act = -5; DUSP3 inh = x; PrPC TRFRET = 5; Anthrax LF inh2 = -7; CCHFV vOTU inh = 21; PriA SSB inh = 3

Going on with the list:
Structure	BoNT A protease	3CLpro inhibitor	Rv3671c protease	BoNT F protease	MazEF act	DUSP3 inh	PrPC TRFRET	Anthrax LF inh2	CCHFV vOTU inh	PriA SSB inh
Cc1ccc(NC(=O)C2=CC(c3cccs3)=NS(=O)(=O)N2C)cc1	-0.4	2	1	0	2	17	-13	-2	10	4
CCc1c(C)nc(SCC(=O)Nc2ccc3c(c2)OCCO3)[nH]c1=O	-0.2	-2	-1	-5	-12	6	0	-2	16	-2
COc1cccc(C=C(C(C)=O)C(=O)c2ccccc2)c1	-1.2	x	x	-3	x	x	-1	-4	-6	x
Cc1ccnc(N2CCCC(C(=O)NCc3cccs3)C2)n1 (centres undefined)	-0.2	1	0	21	8	20	6	-5	-6	-7
CC(=O)NC(CC(=O)NNC(=O)COc1c(C)cccc1C)c1ccccc1 (centres undefined)	1.3	x	0	2	2	x	0	-6	2	-16
O=C(COC(=O)c1ccc(F)c(S(=O)(=O)N2CCCCC2)c1)NCc1ccc(F)cc1	-0.1	1	-7	-1	13	4	-6	0	20	-14
COc1ccc(-c2nnn(Cc3ccccc3F)n2)cc1	0.0	2	-5	0	-3	-5	1	-2	1	-44
CN1C2CCC1CC(NC(=O)c1cc(S(=O)(=O)N(C)C)c(Cl)cc1Cl)C2 (centres undefined)	-0.3	x	-2	4	6	x	-8	-6	-1	4
COC(=O)C1=C(C)N(c2ccc(S(N)(=O)=O)cc2)C(=O)C1	-0.1	-5	-7	6	0	3	3	-4	-11	-1
C[C@@H]1CN([C@@H](C)CO)C(=O)c2cc(/C=C/c3ccccc3)cnc2O[C@@H]1CN(C)S(=O)(=O)c1ccc(F)cc1	-0.1	x	x	-2	5	x	-12	-4	-16	x
Cc1cccc(N2CCN(C(=O)C3COc4ccccc4O3)CC2)c1C (centres undefined)	1.4	0	1	3	-3	36	-2	-2	5	-7
C=C1CC2(OC1=O)c1ccccc1CCc1ccccc12	-0.4	x	x	-5	6	x	24	1	9	-14
COc1cccc(NC(=O)NCc2ccc(F)cc2)c1	-1.5	-1	0	-15	-74	14	0	1	-13	-13
COC(=O)Nc1[nH]ncc1[N+](=O)[O-]	0.1	1	-3	-2	8	-8	-2	0	20	3
Cn1c2c(c(=O)n(C)c1=O)C(c1ccccc1F)C(C#N)=C(N)O2 (centres undefined)	-0.2	1	6	-1	12	2	-2	0	-4	-15
Cc1cccc(N2CCN(Cc3nc(-c4ccc(F)cc4F)oc3C)CC2)n1	-1.8	5	3	-2	-3	9	0	-4	-5	12
O=C(/C=C/c1ccccc1)c1cc(Br)ccc(=O)c1O	2.1	0	-2	-8	-7	27	-19	5	-1	-3
O=S(=O)(Cc1ccccc1Cl)N1CCCC1	-1.6	-2	5	10	7	-7	2	-7	3	-9
COc1ccc(S(=O)(=O)N2CCC(C(=O)NCCc3ccccc3)CC2)cc1OC	-0.6	1	-3	-9	5	-16	-2	-2	6	-23
COC(=O)C(NS(=O)(=O)c1ccc(F)cc1)c1ccccc1 (centres undefined)	-0.2	2	4	4	-1	13	7	-2	11	-6
CCN(CC)S(=O)(=O)c1ccc(C(=O)N2CCN(CCN3C(=O)c4cccc5cccc(c45)C3=O)CC2)cc1	x	1	6	x	x	6	x	x	x	-27
COC(=O)c1ccc(NC(=O)CSc2ccc(-c3ccccn3)nn2)cc1	3.4	3	-2	1	-5	0	-1	1	-6	37*!
O=C1C=C(c2ccc3c(c2)OCO3)CCC1	-0.8	x	6	-5	4	x	-10	0	8	-10
Cc1sc2nc(SCC(=O)OC(C)C)n(C)c(=O)c2c1C	-2.0	-2	x	-6	4	18	-2	-11	-7	-11
O=C(OCCN1C(=O)c2ccccc2C1=O)c1cnccn1	0.4	0	-10	-3	9	1	-4	0	-4	1
Cc1ccccc1NC(=O)CCS(=O)(=O)c1cccc2nonc12	2.7	-3	5	1	8	6	-63	-3	15	5
CCn1nnnc1SCC(=O)Nc1ccc2c(c1)OCCO2	-0.8	0	-4	-21	4	-22	6	0	-1	-10
O=C(CN1CCCc2ccccc21)Nc1ccc(F)cc1[N+](=O)[O-]	-0.1	-2	1	-2	-2	16	-2	-4	-2	2
Cc1cc(C)cc(NC(=S)N2CCN(c3ncccn3)CC2)c1	-0.2	0	-5	-3	-3	22	0	0	8	-8
O=C(Nc1nc2ccccc2[nH]1)C1CCN(C(=O)c2ccc(F)cc2)CC1	-66	x	8	-96	0	x	-7	-17	-4	-20
COc1ccc(CC(=O)Nc2ccc(S(=O)(=O)Nc3ncccn3)cc2)cc1	-0.4	0	-3	u	-1	9	1	-2	8	-12
Cc1cn([C@H]2C[C@H](O)[C@@H](CCC(=O)NCCc3cccs3)O2)c(=O)[nH]c1=O	-0.7	x	x	-8	x	x	-6	4	-5	x
C[C@H](CO)N1C[C@H](C)[C@@H](CN(C)C(=O)Nc2ccc(C(F)(F)F)cc2)Oc2ccc(NC(=O)C3CC3)cc2C1=O	-0.3	x	2	0	1	x	-8	-1	8	-8
